Compound activity as filed in PubChem.
NALP3 yeast inh: NALP3 inhibition in yeast. Yeast reconstituted NLRP3/ASC/caspase-1, beta-gal luminescence, 24 h. inhibition, % at 10 µM. hit rate 0.39% among 330,000. AID 2825;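 active = inhibition of 50% or more; inactive = inhibition below 50%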;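 note: plate controls were induced DMSO wells for no effect and uninduced yeast grown without galactose for full effect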
mIAP block: mouse IAP inhibition | purified mouse IAP, CDP-Star luminescence, 30 min | inhibition, % at 10 µM | hit rate 0.2% among 330,000 | AID 2806;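 active = inhibition of at least 40% at 10 µM in the primary screen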;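 note: plate controls were DMSO with enzyme for no effect and no enzyme wells for full effect; values of inactives mirror those of a sister screen read the other way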
Apaf-1 inh: inhibitors of human Apaf-1 apoptosome; O14727; reconstituted apoptosome caspase-3 activity, DEVD-Rh110 fluorescence; inhibition, % at 20 µM; hit rate 0.71% among 330,000; AID 489030; active = inhibition of at least 40% at 20 µM;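 note: plate controls were DMSO wells for no effect and DEVD-CHO caspase inhibitor wells for full effect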
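System – cell-free apoptosome with Apaf-1, procaspase-3 and caspase-9 · Buffer or medium – pH 7.5 Hepes buffer with CHAPS, BSA, DTT · Also added – cytochrome c with DEVD-Rh110 · Times – 30 min compound preincubation, 50 min activation, room temperature · Technique – Rh110 fluorescence intensity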
mIAP activ: mouse IAP activation. muIAP, CDP-Star luminescence, 30 min; hits give high values; 1 = vehicle-only enzyme signal, 0 = enzyme-free wells. activation factor at 10 µM. hit rate 0.24% among 330,000. AID 2805;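 active = activation factor of at least 2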; note: the source names both 10 and 20 µM as test concentration; values of inactives mirror those of a sister screen read the other way
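Assay system: mouse IAP enzyme; reagent: chemiluminescent substrate CDP-Star; dosing: test compounds delivered from DMSO solution; schedule: 30 min at room temperature; measured by: luminescence from enzymatic CDP-Star hydrolysis; controls: DMSO-only wells and no-enzyme negative control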
TIM10 inh: inhibits growth of TIM10 yeast strain; S. cerevisiae TIM10 strain growth, BacTiter-Glo luminescence, 24 h; inhibition, % at 10 µM; hit rate 1.4% among 330,000;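 active = inhibition of 40% or more at the single tested concentration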;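 note: wild-type TIM10 isogenic control strain grown at permissive 25 °C; 0% = DMSO yeast wells and 100% = minimal medium wells without yeast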
ATG4B inhibitor: inhibitors of human ATG4B cysteine protease; Q9Y4P1; ATG4B cleavage of LC3-PLA2, NBD-HPC fluorescence, 1 h; inhibition, % at 8.33 µM; hit rate 0.51% among 340,000; in the data active = inhibition above about 40%
Target sequence (Q9Y4P1 whole entry, looked up): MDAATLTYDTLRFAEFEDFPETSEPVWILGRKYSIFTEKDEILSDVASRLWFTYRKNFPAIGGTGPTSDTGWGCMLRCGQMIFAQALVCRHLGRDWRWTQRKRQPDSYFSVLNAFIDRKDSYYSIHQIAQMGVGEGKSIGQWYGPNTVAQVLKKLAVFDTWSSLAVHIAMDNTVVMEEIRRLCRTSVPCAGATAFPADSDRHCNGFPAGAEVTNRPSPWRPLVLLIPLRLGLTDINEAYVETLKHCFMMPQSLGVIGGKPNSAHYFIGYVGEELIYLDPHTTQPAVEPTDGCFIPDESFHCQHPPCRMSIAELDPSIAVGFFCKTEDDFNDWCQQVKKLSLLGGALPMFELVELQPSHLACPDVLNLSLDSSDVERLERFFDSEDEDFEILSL
tim10-1 inh: tim10-1 yeast growth inhibition; hit rate 2.2% among 330,000; inhibition, % at 20 µM; AID 463190; S. cerevisiae tim10-1 ts strain growth, BacTiter-Glo, 24 h;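 active = inhibition of at least 40%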;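 note: mutant grown at 25 °C; 0% = DMSO wells with yeast and 100% = wells holding no yeast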
hIAP block: human IAP inhibition | hit rate 0.12% among 330,000 | P09923 | AID 2544 | inhibition, % at 10 µM | purified IAP, CDP-Star luminescence, 30 min;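 active = inhibition reaching a set limit with compound at 10 µM in the primary screen, cut at about 35% in these data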;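 note: plate controls were DMSO wells with enzyme for no effect and no-enzyme buffer wells for full effect; values of inactives mirror those of a sister screen read the other way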
Target sequence (P09923 whole entry, looked up): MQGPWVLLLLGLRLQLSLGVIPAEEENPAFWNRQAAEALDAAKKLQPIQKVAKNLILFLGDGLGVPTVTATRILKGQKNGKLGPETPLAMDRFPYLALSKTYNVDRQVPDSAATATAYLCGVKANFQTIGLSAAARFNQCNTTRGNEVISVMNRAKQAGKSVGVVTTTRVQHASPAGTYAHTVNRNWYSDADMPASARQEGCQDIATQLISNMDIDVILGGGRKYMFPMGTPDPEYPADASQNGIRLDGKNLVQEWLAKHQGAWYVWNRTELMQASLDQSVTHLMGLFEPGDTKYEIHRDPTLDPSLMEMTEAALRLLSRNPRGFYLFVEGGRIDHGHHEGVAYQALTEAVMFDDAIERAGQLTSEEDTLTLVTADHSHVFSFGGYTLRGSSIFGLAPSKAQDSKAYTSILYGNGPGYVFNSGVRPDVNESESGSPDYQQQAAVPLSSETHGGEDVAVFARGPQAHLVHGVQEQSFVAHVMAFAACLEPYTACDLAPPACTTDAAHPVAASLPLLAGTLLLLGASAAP
hIAP activ: increases human intestinal alkaline phosphatase activity | purified human IAP, CDP-Star luminescence, 30 min; hits give high values; 1 = vehicle-only enzyme, 0 = enzyme-free background | activation factor at 10 µM | hit rate 0.16% among 330,000 | AID 2524;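 active = activation factor of the enzyme at least 2-fold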; note: the source names both 10 and 20 µM as test concentration; values of inactives mirror those of a sister screen read the other way
An asterisk follows results filed as active; · = not tested or not shown.

SMILES	NALP3 yeast inh	mIAP block	Apaf-1 inh	mIAP activ	TIM10 inh	ATG4B inhibitor	tim10-1 inh	hIAP block	hIAP activ
Cc1cc(C)cc(C(=O)Nc2ccc(NC(=O)Cc3ccccc3)cc2)c1	-2	-3	-6	1	-15	-8	-32	14	0.86
O=C(Nc1ccc(F)cc1)Nc1sccc1-c1nc2ccccc2s1	10	-2	-20	1	15	-5	13	-12	1.1
Cn1c(C(C#N)C(=O)Cc2cccc3ccccc23)nc2ccccc21 (centres undefined)	10	7	11	0.93	1	0	-4	-40	1.4
CC(=O)Oc1ccc(-c2csnn2)cc1	12	6	1	0.94	-4	-10	-8	1	0.99
CCOc1cc(CNc2cccc3ccccc23)cc(Br)c1OCC(=O)NC(C)(C)C	15	-1	23	1	-9	-9	6	4	0.96
CS(=O)(=O)N1CCN=C1SCc1ccc(F)cc1	7	2	-11	0.98	-14	-1	17	-2	1
COC(=O)c1ccc(CNC(=O)COC(=O)c2cccs2)cc1	21	-5	1	1.1	2	-2	-1	-1	1
CN1CCN(c2ncccc2S(=O)(=O)N2CCCCC2)CC1	18	0	-6	1	-4	8	-11	-1	1
COc1cc(C(=O)N/N=C/c2cn(Cc3ccccc3)c3ccccc23)ccc1O	21	0	15	1	6	5	12	-4	1
CC(C)CNC(=S)N1CCC(Cc2ccccc2)CC1	46	0	5	1	9	3	26	-18	1.2
N/C(COc1cccc(Cl)c1)=N\NS(=O)(=O)c1ccccc1	2	-4	7	1	3	1	10	-13	1.1
CC1CN(C(=O)CCNC(=O)c2ccc(Cl)cc2)CC(C)O1 (centres undefined)	7	2	7	0.98	-4	2	-11	-12	1.1
CC(C)(C)n1nc2c(c1NC(=O)c1c(F)cccc1F)CS(=O)(=O)C2	1	2	-8	0.98	7	-1	11	-26	1.3
Cc1cc(NC(=O)c2cnn3cccnc23)n(-c2ccccc2)n1	1	2	-14	0.98	22	-1	22	17	0.83
C=CCc1cc(/C=N\NC(=O)CSc2nnc(CCCc3ccc(OC)c(C)c3)o2)cc(OC)c1O	29	10	11	0.91	1	4	-5	-9	1.1
C#CCN1C(=O)C(O)(CC(=O)/C=C/c2ccco2)c2ccccc21 (centres undefined)	8	-7	18	1.1	-16	5	13	-6	1.1
COc1cc(C)nc2nc(SCc3ccccc3)nn12	13	-7	12	1.1	18	0	15	-10	1.1
Cc1ccc(-c2nn(-c3ccccc3)cc2/C=N/n2c(-c3cccs3)n[nH]c2=S)cc1	20	1	4	0.99	20	12	15	-6	1.1
CC(CN1c2ccccc2Sc2ccccc21)N(C)C (centres undefined)	26	-1	3	1	8	10	17	12	0.88
Nc1ccc(Br)c2cccnc12	14	8	85*	0.92	15	1	24	8	0.92
COc1ccc(C(=O)NC(=S)Nc2cccc(S(=O)(=O)N3CCOCC3)c2)cc1	2	10	4	0.9	0	2	-6	13	0.87
CC(=O)n1cc([C@H]2C=C(C(=O)N3CCOCC3)O[C@@H](OCCCCO)C2)c2ccccc21	13	7	-1	0.93	10	-12	6	0	1
Cc1ccc2c(c1)C1(OCCCO1)C(=O)N2CC#N	25	-1	-5	1	3	1	20	-7	1.1
Cc1ccc(C(=O)Cn2nnc(-c3ccccc3-n3cnnn3)n2)cc1	14	-3	-23	1	3	13	8	3	0.97
COc1ccc(C(=O)Nc2ccc3c(c2)C(=O)N(C)C3=O)cc1OC	11	-1	3	1	-39	-1	-53	9	0.91
COc1ccc2nc(NC(=O)Cn3cnc4c(=O)n(C)c(=O)n(C)c43)sc2c1	3	-4	4	1	9	-8	-8	1	0.99
CCOc1ccc(CCNC(=O)COC(=O)c2cccnc2SC)cc1OCC	17	-1	5	1	3	-10	-11	-16	1.2
Cc1nc2sccn2c(=O)c1S(=O)(=O)N1CCN(c2cccc(Cl)c2)CC1	3	-2	10	1	6	-1	-6	18	0.82
CN(C(=O)CSc1nnc(Cc2ccccc2F)n1N)C1CCS(=O)(=O)C1 (centres undefined)	10	2	0	0.98	3	6	5	10	0.9
COc1ccc(NCc2cccnc2)cc1	4	8	-3	0.92	-5	0	-12	9	0.91
N#CC1=C(SCC(=O)NC2CC2)NC(=O)C(C#N)C12CCCCC2 (centres undefined)	-8	8	-29	0.92	-4	1	9	25	0.75
CC(=O)N1N=C(c2ccc3ccccc3c2)OC12CCCC2	8	13	14	0.87	28	-6	28	-2	1
O=C(O)C1Oc2cc3ccccc3cc2O1	12	8	4	0.92	2	-6	3	9	0.91
O=C(CNC(=O)c1ccc(Br)cc1)c1ccc(Br)cc1	10	1	-463	0.99	-10	-9	2	-6	1.1
CCn1c(CCNC(=O)c2cccs2)nnc1SCC(=O)c1ccc(OC)cc1	9	4	-3	0.96	-8	10	10	-11	1.1
COC(=O)Oc1c(Br)c(=O)oc2ccccc12	6	4	5	0.95	26	-4	20	-3	1
O=C1c2ccc(Oc3cccc([N+](=O)[O-])c3)cc2C(=O)N1c1ccccn1	3	-1	2	1	62*	18	46*	3	0.97
CCCCn1c(=O)[nH]c2nc3cc(NC(C)=O)ccc3nc2c1=O	22	-6	-7	1.1	-25	2	-14	-4	1
CC(C)C[C@H](NC(=O)c1[nH]cnc1C(=O)N[C@@H](C)C(=O)OCc1ccccc1)C(=O)OC(C)(C)C	7	1	34	0.99	23	-9	19	-50	1.5
CN(C)CCn1c(=O)n(C2CCCCC2)c(=O)c2c3c(sc21)CCCCC3	22	5	-13	0.95	10	-1	15	-4	1

Some of these compounds in order of molecular weight, rising:
SMILES	NALP3 yeast inh	mIAP block	Apaf-1 inh	mIAP activ	TIM10 inh	ATG4B inhibitor	tim10-1 inh	hIAP block	hIAP activ
CS(=O)(=O)N1CCN=C1SCc1ccc(F)cc1	7	2	-11	0.98	-14	-1	17	-2	1
C#CCN1C(=O)C(O)(CC(=O)/C=C/c2ccco2)c2ccccc21 (centres undefined)	8	-7	18	1.1	-16	5	13	-6	1.1
COc1ccc(C(=O)Nc2ccc3c(c2)C(=O)N(C)C3=O)cc1OC	11	-1	3	1	-39	-1	-53	9	0.91

Record cards (already shown).
COC(=O)Oc1c(Br)c(=O)oc2ccccc12 reads NALP3 yeast inh: 6; mIAP block: 4; Apaf-1 inh: 5; mIAP activ: 0.95; TIM10 inh: 26; ATG4B inhibitor: -4; tim10-1 inh: 20; hIAP block: -3; hIAP activ: 1
O=C(O)C1Oc2cc3ccccc3cc2O1 reads NALP3 yeast inh: 12; mIAP block: 8; Apaf-1 inh: 4; mIAP activ: 0.92; TIM10 inh: 2; ATG4B inhibitor: -6; tim10-1 inh: 3; hIAP block: 9; hIAP activ: 0.91

Next part
SMILES	NALP3 yeast inh	mIAP block	Apaf-1 inh	mIAP activ	TIM10 inh	ATG4B inhibitor	tim10-1 inh	hIAP block	hIAP activ
COc1ccc(NC(=O)C(c2cc3c(cc2[N+](=O)[O-])OCO3)N(C)c2ccccc2)cc1 (centres undefined)	-4	11	20	0.89	10	-15	5	13	0.87
COc1ccc(NC(C)=O)cc1NC(=O)CSc1nnc(-c2ccccc2)n1N	10	-15	6	1.1	-16	1	24	-11	1.1
O=[N+]([O-])c1ccc2[nH]c(O)c(N=Nc3ccc(F)cc3)c2c1	15	10	3	0.9	-16	-10	21	15	0.85
O=C(CN1C(=O)CC(c2ccccc2)=Nc2ccccc21)NCc1ccccc1	4	10	3	0.9	22	-3	23	-4	1
COc1ccc(CCNC(=O)C(C)OC(=O)c2ccco2)cc1OC (centres undefined)	6	0	2	1	4	6	-8	4	0.96
COc1ccc(CCNC(=O)CNS(=O)(=O)c2ccc(Cl)cc2)cc1	10	7	-10	0.93	3	-8	-11	17	0.83
CCCOC(=O)c1ccc(NC(=O)CCOc2ccccc2)cc1	8	-2	-3	1	5	-4	31	12	0.88
C=CCNC(=O)C1CC(=O)N(c2ccc(OCC(=O)Nc3ccc(OC)cc3)cc2)C1 (centres undefined)	7	7	2	0.93	-3	-3	9	8	0.92
N/C(CCS(=O)(=O)c1ccc(Cl)cc1)=N\OC(=O)c1ccc(Cl)cc1	11	-2	-22	1	24	5	20	6	0.94
CC1CN(C(=O)/C=C/c2ccc(SC(F)F)cc2)CC(C)O1 (centres undefined)	8	8	-1	0.92	26	0	19	4	0.96
NC(=O)C1CCN(C(=O)C(=O)c2cn(CC(=O)N3CCCC3)c3ccccc23)CC1	3	-7	10	1.1	-10	-6	2	-5	1.1
CCOc1ccc(C(=O)Oc2cc(C)[nH]c(=O)c2[N+](=O)[O-])cc1	10	-7	-5	1.1	2	-12	3	6	0.94
CNC(=O)CSc1nnc(-c2ccc3c(c2)OCO3)n1C	-1	6	-8	0.94	3	-2	12	-5	1.1
CC1=C(C(=O)Nc2ccccc2)C(c2ccco2)n2ncnc2N1 (centres undefined)	13	0	-30	1	10	0	12	14	0.86
Cc1ccc(NC(=S)NNC(=S)NCc2ccccc2)cc1	33	-3	10	1	7	-18	21	14	0.85
CC(OC(=O)c1ccc2ncsc2c1)C(=O)Nc1cccc(Cl)c1 (centres undefined)	28	-5	-4	1	14	-10	20	16	0.84
COc1ccc(/C=C/C(=O)c2ccc(O)cc2)cc1	33	4	-1	0.96	17	-15	32	-3	1
O=C(Nc1ccccc1F)c1ccc(COc2ccc(Cl)cc2Cl)o1	20	4	4	0.96	4	8	17	-2	1
COC(=O)c1[nH]c(C)c(/C(O)=C2\C(=O)C(=O)N(CCN(C)C)C2c2cccc(OC)c2OC)c1C (centres undefined)	6	1	-6	0.99	-13	-10	9	17	0.83
COc1cc(NC(=O)[C@@H]2CCCN2S(=O)(=O)c2cccc3cccnc23)cc(OC)c1OC	16	2	-1	0.98	5	-15	-11	-11	1.1
Cn1c(NC(=O)c2ccc(Cl)s2)cc(=O)n(C)c1=O	5	5	66*	0.95	-6	4	3	10	0.9
Cc1ccc(-c2cc(C(=O)Nc3ccc(S(=O)(=O)Nc4nccs4)cc3)c3ccccc3n2)c(C)c1	15	2	9	0.98	17	33	16	19	0.81
N/C(=N\OC(=O)c1ccc(Cl)cc1[N+](=O)[O-])c1ccccn1	9	1	4	0.99	62*	5	7	16	0.84
CCCCCOc1ccc(C(=O)NC(CCC)C(=O)O)cc1 (centres undefined)	35	7	-13	0.93	5	-3	19	8	0.92
Cc1cccc(Cc2cnc(N3C(=N)SC(c4ccccc4)C3=O)s2)c1 (centres undefined)	5	4	9	0.96	30	50*	44*	-29	1.3
COc1ccc(C(=O)N/N=C(/C)c2cccc(NC(=O)C(F)(F)F)c2)cc1	-4	-3	-1	1	6	3	-9	5	0.95
O=[N+]([O-])c1ccc(O)c(CN2CCCCCC2)c1	13	0	-1	1	1	-3	-6	-25	1.2
CCN=c1scc(C)n1/N=C/c1ccc(O)c(O)c1O	15	16	3	0.84	3	-7	-14	-11	1.1
Cc1ccc(NC(=O)CN(C)S(=O)(=O)c2cccc3nsnc23)cc1	-4	-5	3	1	-17	-2	11	-5	1.1
CCOC(=O)c1ccc(NC(=O)Nc2ncc(Cl)cc2Cl)cc1	14	4	3	0.96	76*	·	70*	-9	1.1
COc1ccc(NC(=S)N(Cc2ccc(C(=O)O)cc2)Cc2ccc(OC)c(OC)c2)cc1	5	-10	11	1.1	-8	-6	-9	-15	1.1
Cc1ccc(Nc2nnc(SCc3cc(=O)n4cc(C)ccc4n3)s2)cc1	10	6	5	0.94	11	7	7	-2	1
COC(=O)C1=C(C(=O)OC)[C@@H]2N(C)c3ccc(OC)cc3[C@@]23C[C@@H](C(=O)OC)N=C3N1	8	-2	-1	1	-1	9	-9	-14	1.1
O=C(Nc1c(C(=O)O)[nH]c2ccccc12)c1cccc(C(F)(F)F)c1	10	2	1	0.98	21	-1	-7	-6	1.1
CS(=O)(=O)Nc1ccc(C(=O)N2CC(=O)Nc3ccccc32)cc1	4	6	-15	0.94	-11	-3	1	7	0.93

Compounds as they come; overall some 4.5% were active at least once.
